# KB-3-1 cytotox – kills parental KB-3-1 adenocarcinoma cells | KB-3-1 viability, CellTiter-Glo ATP luminescence, 72 h | actives 1.4% (n = 400,000) | Potency, µM (titrated, usually from 46.1 µM), without a hit: at the highest dose activity change, negative = cytotoxic, hits mostly cytotoxic; further: potency means the concentration at half of the fitted maximal effect; on the % scale 0 is the no-effect control and ±100 the full control effect; nearly all actives have a fitted effect of over 60% in size
#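 Parental KB-3-1 adenocarcinoma cells in phenol-red-free DMEM with 10% FBS were pin-treated with compounds at several concentrations, incubated 72 h at 37 °C, and viability read by CellTiter-Glo luminescence; concentration-effect curves were fitted after normalization.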
# IL-1B inflam inh – blocks inflammasome-driven IL-1 beta release; THP-1 LPS/ATP IL-1B secretion, AlphaLISA, 16 h; active compounds read low; activity change, % at 57.5 µM; AID 743279; actives 4.7% (n = 360,000); in the data active means activity change below about -50%; inconclusive means mostly about -30% to -49%; further: on the % scale 0 is the no-effect control and ±100 the full control effect
#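 THP-1 cells pretreated 1 hr with compounds (up to 57.5 uM final), then stimulated with LPS (250 ng/mL final) plus ATP (1.25 mM final); secreted IL-1B measured by AlphaLISA after 16 hr, decreased signal indicating inhibition.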
# SW480 rereplic – inducers of DNA re-replication in SW480 colon cancer cells | actives 1.8% (n = 340,000) | SW480 DNA re-replication, Hoechst DNA content imaging, 48 h | Potency, µM (series often up to 46.1 µM), inactives show at the highest dose re-replication activation, hits mostly activators; further: potency means the concentration at half of the fitted maximal effect; % of control where 0% means no effect; nearly all actives have a fitted effect of over 55% in size
#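 SW480 cells exposed to compounds for 48 hr at 37 C, 5% CO2, then Hoechst-stained 40 min. Nuclear DNA content imaged by fluorescence scanning (405 nm excitation, 500-530 nm emission); re-replication scored as increased high-intensity nuclei.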
# HepG2 viability – counter-screen for TGF-b inhibitors: cytotoxicity in HepG2 cells | HepG2 CAGA-GFP viability, ATP luminescence, 18 h | Potency, µM (titrated, usually from 46.1 µM), for the others: at the highest dose activity change, negative = cytotoxicity, usual class: cytotoxic | actives 0.76% (n = 410,000); further: potency means the concentration at half of the fitted maximal effect; some results filed as inactive show a strong effect at the top dose
#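 CellTiter-Glo luminescence gave cytotoxicity after 18 hours at 37 degrees C. The cells were HepG2 CAGA-GFP in 1% FBS DMEM, stimulated with 500 pg/mL TGF-beta after compound addition. %Activity was normalised to no-cell wells (complete cell-killing) and DMSO (no toxicity), and curves were fitted and classified.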
# ATXN2 expr inh – inhibitors of ATXN2 expression; Potency, µM (doses to about 57 µM), for the others: top-dose activity change, negative = inhibition, usual class: inhibitors; actives 0.72% (n = 360,000); AID 1745845; HEK-293 ATXN2-luciferase reporter, luminescence, 24 h; further: potency means the concentration at half of the fitted maximal effect; on the % scale 0 is the no-effect control and ±100 the full control effect; nearly all actives have a fitted effect of over 55% in size
#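 ATXN2-luciferase reporter cells (luciferase flanked by upstream and downstream ATXN2 gene portions) were treated 24 h at 37 °C with compounds at up to 57 uM. SteadyGlo luminescence gave expression; GF-AFC fluorescence gave viability.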
# HT1080-NT tox – kills 2HG-producing HT-1080-NT fibrosarcoma cells. HT-1080-NT fibrosarcoma viability, CellTiter-Glo ATP luminescence, 48 h. Potency, µM (doses to about 46.1 µM), for the others: at the top dose activity, negative = less viability, usual class: cytotoxic. actives 1.6% (n = 360,000);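 further: NT is the 2HG producing partner of a matched IDH1 knockdown line; potency means the concentration at half of the fitted maximal effect; 0% = DMSO-treated cells and -100% = media-only wells without cells; nearly all actives have a fitted effect of over 55% in size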
#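 HT-1080-NT fibrosarcoma cells (2HG-overproducing), 750 cells/well in RPMI with 5% FBS, dosed after 2 h and incubated 48 h at 37C. CellTiter-Glo luminescence normalized to DMSO and no-cell wells; concentration-response curves fitted and classed.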
# ATXN viability – cell viability loss in ATXN counter-screen | S2 cells (HEK-293 line with an ATXN2-luciferase reporter) viability, CellTiter-Fluor protease fluorescence, 24 h | Potency, µM (highest dose often 56.7 µM), hits mostly cytotoxic | actives 0.49% (n = 400,000); further: potency means the concentration at half of the fitted maximal effect; nearly all actives have a fitted effect of over 40% in size
# HT1080 IDH1KD tx – toxicity to HT-1080 IDH1 knockdown cells (counter line); HT-1080 IDH1 knockdown viability, ATP luminescence, 48 h; Potency, µM (highest dose often 46.1 µM), for the others: top-dose activity, negative = toxicity, usual class: cytotoxic; actives 2% (n = 360,000); AID 686971;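 further: potency means the concentration at half of the fitted maximal effect; 0% = DMSO wells and -100% = cell-free medium wells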
#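 CellTiter-Glo luminescence after 48 h compound exposure at 37 degrees C of IDH1-knockdown HT-1080 cells in 5% FBS RPMI. %Activity scaled between DMSO wells and cell-free media wells, with curves fitted and assigned curve classes.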
# MCF10A rereplic – inducers of DNA re-replication in MCF 10A breast cells. Potency, µM (series often up to 46.1 µM), for the others: at the highest dose activity, positive = re-replication, usual class: activators. actives 2.9% (n = 350,000). MCF 10A DNA re-replication, Hoechst nuclear intensity, 48 h. AID 624296; further: potency means the concentration at half of the fitted maximal effect; % of control where 0% means no effect; nearly all actives have a fitted effect of over 50% in size
# Numbers without * were called inactive; i = inactive; u = inconclusive; x = not tested or not shown; & = joins results of further samples; [ ] = remark or other dose. Unless noted, the call rests on the fitted dose curve; in most records, active means well fitted curve in the direction sought with a large enough effect; inconclusive means small, poorly fitted or top-dose-only effect, or another doubt; inactive means no such curve, though single readings can be large; an effect the other way counts as inactive or inconclusive.
SMILES,KB-3-1 cytotox,IL-1B inflam inh,SW480 rereplic,HepG2 viability,ATXN2 expr inh,HT1080-NT tox,ATXN viability,HT1080 IDH1KD tx,MCF10A rereplic
Cn1c(-c2cccs2)nc2ccccc21,-3%,-5,-3%,13%,58%[activator],0%,i,0%,-1%
Cc1nn2c(=O)cc(CSCC(=O)Nc3ccccc3Cl)nc2s1,-7%,-5,-9%,7%,-7%,-1%,i,-4%,0%
CCc1ccc(OCc2nnc(SCC(=O)NCc3ccco3)o2)cc1,9%,8,-3%,-19%,-5%,2%,i,-12%,2%
Cc1cccc(C)c1-n1nnnc1C(c1ccnc2ccccc12)N(Cc1ccccc1)Cc1ccccc1 (stereo unspecified),u,-19,x,x,-29%,25%,u,2%,x
COc1cccc(CN2CCNC(=O)C2CC(=O)N2CCOc3ccccc3C2)c1OC (stereo unspecified),0%,16,-3%,1%,-11%[11.3 µM],6%,i,22%,-1%
CCOc1ccc(OCCOC(=O)CN(C)S(=O)(=O)c2ccc(NC(C)=O)cc2)cc1,25%,-12,-9%,3%,7%,8%,u,5%,-2%
Cc1ccc(S(=O)(=O)N2[C@H](CC(=O)OCc3ccccc3)OC[C@@H]2C)cc1,3%,22,x,x,x,3%,x,-3%,x
CCOc1ccccc1NC1=NC2CS(=O)(=O)CC2S1 (stereo unspecified),5%,12,-9%,2%,x,4%,i,-2%,-2%
Cc1cc(-c2ccccc2)nc2oc3c(c12)NC(=O)CN(c1ccccc1)C3=O,1%,-4,15µM*,5%,-11%,-19%,i,4%,4%
CC(C)Cn1c2c(c(O)c(C(=O)Nc3nc4ccccc4s3)c1=O)CCCC2,1%,15,-2%,-76%,48%[activator],15%,i,12%,6%
COc1ccccc1-c1ccc2c(c1)C(C)(Cc1cccc(C#N)c1)C(=O)N2 (stereo unspecified),u,-9,x,-38%,u,u,u,u,x
CC(C)CC(C(=O)N1CCOCC1)N1Cc2ccccc2C1=O (stereo unspecified),5%,-3,0%,-13%,0%,-7%,i,0%,7%
CCc1[nH]nc2c1C(c1ccc(C)o1)C(C#N)=C(N)O2 (stereo unspecified),9%,-20,-1%,-5%,-9%,4%,i,5%,9%
Cc1ccc(CNC(=O)CCn2cc(-c3ccc(C)cc3)nc2-c2ccncc2)cc1,0%,-26,27%[9.22 µM],-8%,-4%,-1%,i,-3%,-2%
CCc1noc(C)c1C(=O)N1CCN(S(=O)(=O)c2ccc(C)cc2C)CC1,0%,11,0%,-31%,-20%,-3%,i,-3%,10%
CC1(C(=O)NCc2cccc3ccccc23)CCN1Cc1ccccc1OC(F)F (stereo unspecified),u,u,x,-41%,u,u,i,u,x
CC(C)Oc1ccc(S(=O)(=O)N2CCOCC2)cc1NC(=O)C1CSC2(C)CCC(=O)N12 (stereo unspecified),-2%,-14,-93%[inhibitor],-10%,-5%,3%,i,0%,-23%
O=C(Nc1cccc2ccccc12)c1nn(C23CC4CC(CC(C4)C2)C3)cc1[N+](=O)[O-],-17%,u,15%,-17%,-8%,-2%[9.24 µM],i,-15%,18%
COc1cc(C(=O)OCc2cc(=O)n3ccsc3n2)ccc1OC(C)C,-25%,-8,0%,-1%,22%,-12%,i,0%,2%
CC1(C)CC2(CCCN(C(=S)Nc3ccccc3)C2)CCO1 (stereo unspecified),-8%,-1,-5%,-3%,-8%,1%,i,3%,-7%
O=C(COC(=O)/C=C/c1cccc(Cl)c1)Nc1c(F)cccc1F,1%,0,-1%,3%,14%,6%,i,4%,-1%
O=C(CSCc1ccccc1)Nc1cccc(C(=O)Nc2ccc(C(=O)O)cc2)c1,15%,31,-4%,0%,4%,7%,i,11%,-4%
COc1ccc(CNCc2ccncc2)cc1OC,17%,15,-4%,-1%,4%,16%,i,20%,-4%
Cc1cc(NC(=O)CSc2cn(CCNC(=O)c3ccc(Cl)cc3)c3ccccc23)no1,10%,u,-15%,-30%,0%,-7%,19µM*,-7%,10%
O=C(NCc1ccco1)C1CCN(S(=O)(=O)N2CCOCC2)CC1,8%,-2,-2%,13%,9%,14%[9.24 µM],i,-1%,-2%

# Compound profiles, as listed above. Screens in order: KB-3-1 cytotox	IL-1B inflam inh	SW480 rereplic	HepG2 viability	ATXN2 expr inh	HT1080-NT tox	ATXN viability	HT1080 IDH1KD tx	MCF10A rereplic
# `Cc1ccc(CNC(=O)CCn2cc(-c3ccc(C)cc3)nc2-c2ccncc2)cc1` across the screens: 0%	-26	27%[9.22 µM]	-8%	-4%	-1%	i	-3%	-2%
# `CC1(C)CC2(CCCN(C(=S)Nc3ccccc3)C2)CCO1` (stereo unspecified) across the screens: -8%	-1	-5%	-3%	-8%	1%	i	3%	-7%
# `COc1ccccc1-c1ccc2c(c1)C(C)(Cc1cccc(C#N)c1)C(=O)N2` (stereo unspecified) across the screens: u	-9	x	-38%	u	u	u	u	x
# `CC(C)Oc1ccc(S(=O)(=O)N2CCOCC2)cc1NC(=O)C1CSC2(C)CCC(=O)N12` (stereo unspecified) across the screens: -2%	-14	-93%[inhibitor]	-10%	-5%	3%	i	0%	-23%

# (more compounds)
SMILES,KB-3-1 cytotox,IL-1B inflam inh,SW480 rereplic,HepG2 viability,ATXN2 expr inh,HT1080-NT tox,ATXN viability,HT1080 IDH1KD tx,MCF10A rereplic
COCCNC(=S)NNC(=O)c1ccco1,u,14,-5%,-39%,-2%,9%,i,30%,-10%
CC(C(=O)N1CCc2ccccc21)N1CCc2ccccc2C1 (stereo unspecified),-1%,16,1%,-27%,-15%,-7%,i,-24%,7%
Cc1ccc(S(=O)(=O)N2CCOC23CCN(C(=O)c2ccc(Cl)cc2Cl)CC3)cc1,u,u,-1%,-34%,x,u,i,-23%,-2%
CC(=O)c1c(C)n(-c2ccccc2Br)c2ccc(O)cc12,-5%,11,2%,0%,-6%,u,i,u,u
COc1cnc(SC(C)C)[nH]c1=O,-3%,1,-82%[inhibitor],-64%,-5%,25%,i,17%,-2%
COc1ccc(C2CC(C(F)(F)F)n3nc(C(=O)NCc4cn(C)nc4C)c(Cl)c3N2)cc1 (stereo unspecified),1%,-20,3%,-21%,-19%,-27%,i,-14%,-5%
CC(C)[C@H](NC(=O)C1CCN(S(=O)(=O)c2ccccc2)CC1)C(=O)NCc1ccc(F)cc1,9%,2,-8%,-8%,-7%,23%,i,19%,-1%
CCSc1ncc(Cl)c(C(=O)Nc2ccc(S(N)(=O)=O)cc2)n1,-6%,-59*,20%,-14%,-26%,8%,i,-1%,0%
O=C(CNS(=O)(=O)c1ccc(Br)cc1)N1CCOCC1,4%,6,-14%,1%,1%,-2%,i,3%,4%
CC(C)(C)S(=O)N1Cc2cc(CO)cc(-c3ccccc3)c2[C@H]1CCO (stereo partly specified),0%,1,-35%[inhibitor],-82%,4%,7%,i,-1%,16%
CCc1cc2ccc(OC)cc2nc1SCC(=O)N1CCN(C(=O)c2ccco2)CC1,14%,-6,-23%,-22%,u,u,x,-1%,4%
Cc1cc2nc(N)sc2cc1[N+](=O)[O-],-11%,u,-28%,-15%,-9%,0%,i,0%,-5%
CC(C)(C)OC(=O)CNC(=O)c1[nH]cnc1C(=O)NC(c1ccccc1)c1ccccc1,u,u,u,-28%,-13%,-15%,i,-5%,u
Oc1ccc(-c2cn3ccccc3n2)cc1O,-5%,4,-3%,-26%,x,-9%,i,-9%,-7%
CCOC(=O)C1=C(C)N(C)C(=S)NC1c1c(OCC)ccc2ccccc12 (stereo unspecified),-2%,24,-3%,-29%,-18%,-5%,i,-18%,-1%
CC(=O)c1ccc(N2CCN(S(=O)(=O)c3ccc(-c4cnc(C5CC5)o4)cc3)CC2)cc1,-5%&-1%,30,0%,9%&-6%,-8%&-2%,15µM*,i,21µM*,23%
COc1ccc(C(=O)N/C(=C\c2cn(C)c3ccccc23)C(=O)N2CCN(C)CC2)cc1OC,-2%,0,-3%,-6%,-4%,1%,i,-3%,16%
O=C(NCCc1csc(-c2cccnc2)n1)c1ccco1,0%,-14,-14%,4%,-3%,7%,u,7%,1%
CC(=O)Nc1cc(C)nn1-c1nc2ccccc2s1,4%,6,-1%,-30%,1%,-7%,i,-6%,9%
O=C(COC(=O)CCCN1C(=O)c2cccc3cccc(c23)C1=O)Nc1ccc(Cl)cc1,1%,3,2%,-11%,-5%[11.3 µM],4%,i,8%,1%
COc1cc(/C=C/C(=O)OC(C)C(=O)Nc2c(C)n(C)n(-c3ccccc3)c2=O)ccc1OCC#N (stereo unspecified),24%,3,-2%,-15%,-1%,-23%,i,9%,-10%
Cc1ccnc(NS(=O)(=O)c2ccc(NC(=O)Cc3c(F)cccc3Cl)cc2)n1,-11%,-14,-25%,5%,16%,2%,i,1%,-1%
COc1ccc(N2CCN(C(=O)CSc3ccc([N+](=O)[O-])cc3)CC2)cc1,-1%,-10,-3%,-4%,1%,13%,i,-3%,-5%

# For convenience, 2 of the compounds above:
SMILES,KB-3-1 cytotox,IL-1B inflam inh,SW480 rereplic,HepG2 viability,ATXN2 expr inh,HT1080-NT tox,ATXN viability,HT1080 IDH1KD tx,MCF10A rereplic
Cc1ccnc(NS(=O)(=O)c2ccc(NC(=O)Cc3c(F)cccc3Cl)cc2)n1,-11%,-14,-25%,5%,16%,2%,i,1%,-1%
COc1ccc(N2CCN(C(=O)CSc3ccc([N+](=O)[O-])cc3)CC2)cc1,-1%,-10,-3%,-4%,1%,13%,i,-3%,-5%

# Source: PubChem
